Screening results: PubChem, Emory University Molecular Libraries Screening Center
14-3-3g Raf – modulators of 14-3-3 gamma protein binding, primary screen, biochemical, fluorescence polarization | 14-3-3 protein gamma (Homo sapiens), P61981 | FP, 14-3-3gamma / TMR-pS259-Raf peptide binding | inhibition, % at 40 µM | 0.19% of 160,000 active | AID 422, 2006; in the data active = inhibition above about 30%;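 also: 0% = protein plus tracer without compound and 100% = blank with tracer alone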
Target sequence (P61981 whole entry, looked up): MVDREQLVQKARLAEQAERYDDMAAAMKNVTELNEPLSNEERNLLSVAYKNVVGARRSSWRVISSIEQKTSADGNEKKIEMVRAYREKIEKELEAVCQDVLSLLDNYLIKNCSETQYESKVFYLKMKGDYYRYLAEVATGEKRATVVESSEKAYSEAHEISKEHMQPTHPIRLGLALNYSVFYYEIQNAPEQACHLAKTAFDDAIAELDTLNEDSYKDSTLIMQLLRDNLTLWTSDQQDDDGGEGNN
Numbers without * were called inactive; & = joins results of further samples. Not all compounds are listed; the hit share may differ from the screen's.

SMILES	14-3-3g Raf
c1ccc2[nH]c(CCNC3CCCCC3)nc2c1	-0.8
CCc1cc2c(s1)NC(=O)CN=C2c1cccs1	-7.5
N[C@@H](CCl)C(=O)O	1.8
C=CCSc1nc2ccccc2c(=O)n1-c1cccc(C)c1	-1.3
CCOC(=O)C1C2NC(=O)N(Cc3ccccc3)C1(C)Oc1c(OC)cccc12 (stereo unspecified)	-0.8&-9.8
COc1ccc(OC)c(NC(=O)CN2C(=O)CN=C(c3ccccc3)c3cc(Cl)ccc32)c1	-2.0
C=CCN1CCC2(C)c3cc(O)ccc3CC1[C@@H]2C (stereo partly specified)	-4.7
Cc1ccc(N(C)C(=O)Oc2cccc3cccnc23)cc1	-0.1
COCC(C)OC(=O)c1c(N)n(Cc2ccco2)c2nc3ccccc3nc12 (stereo unspecified)	-19.1
COc1ccc2[nH]c(C)c(CCNCc3ccc(C#N)cc3)c2c1	-9.1
O=C(Cc1ccccc1)N1CCN(C/C=C/c2ccccc2)CC1	-0.8
COc1ccc(N2C(=O)CC(N3CC=C(c4ccccc4)CC3)C2=O)cc1 (stereo unspecified)	-5.2
CC1CN=C(Nc2ccc(N(C)C)cc2)S1 (stereo unspecified)	9.4
O=c1[nH]c(=O)n(-c2cccc(Cl)c2)c(O)c1C=NCCN1CCCCC1	7.1
C[N+]1(C)C2CCC1CC(OC(=O)C(CO)c1ccccc1)C2 (stereo unspecified)	-11.1&-4.7
COc1cccc(-n2c(C=Cc3ccccc3O)nc3ccccc3c2=O)c1	0.5
CCOC(=O)Cn1cc([N+](=O)[O-])nc1[N+](=O)[O-]	-5.2
CC(C)C12CN3CCN(CC(C3)C1O)C2 (stereo unspecified)	6.0
O=C(CN1CCN(c2ccccc2F)CC1)Nc1ccc(Br)cc1C(=O)c1ccccc1Cl	7.5
CC(C(=O)N1CCC2(CC1)OCCO2)C1Sc2ccccc2NC1=O (stereo unspecified)	-0.2
CN(C)C=C1C(=O)N(C2CCCCC2)C(=O)N(C2CCCCC2)C1=O	-8.3
CN1CC2(c3ccccc3)CN(C)CC(c3ccccc3)(C1)C2=O	6.8
Cc1cc(N2C(=O)C3CCCN3C2c2sccc2C)no1 (stereo unspecified)	0.0
c1cncc(C2CCCCN2Cc2ccc3c(c2)OCO3)c1 (stereo unspecified)	-0.5
COc1ccc(CNCCc2ccc(F)cc2)cc1OC	0.9
Cn1cnc(CCN)c1	1.8
CCCCn1c(=O)c(C(=O)Nc2cc(C)ccc2C)c(O)c2ccccc21	-0.4
CCC(=Nc1ccc(OC)cc1OC)c1c(O)n(C2CCCCC2)c(=O)[nH]c1=O	-16.8
CN1C(=O)C(Cc2ccc3c(c2)OCO3)C(=O)N(C)C1=O	3.1
O=c1cccc2n1CC1CC2CN(C(c2cccc(F)c2)c2sc3ncnn3c2O)C1 (stereo unspecified)	0.5
CCN(c1ccccc1)c1ccc([N+](=O)[O-])c2nonc12	-66.6
O=c1[nH]c(=O)n(Cc2ccco2)c(O)c1C=NC1CC1	1.6
N#Cc1ccc(N2CCNCC2)c(F)c1	-6.7
CCN(CC)CCCN=C(C)c1c(O)n(-c2ccccc2)c(=O)[nH]c1=O	-6.2
O=C(c1cn(Cc2ccc(F)cc2)c2ccccc12)C(F)(F)F	-0.5
O=C(CN1CC(c2ccccc2)CC1=O)Nc1ccc(F)cc1 (stereo unspecified)	-1.6
CCn1c(=O)cc(OCC(=O)N2CCN(Cc3ccc4c(c3)OCO4)CC2)c2ccccc21	1.0
Cc1cc(C)c(C(=O)CN2CCOCC2)c(C)c1	-0.5
CCOc1ccc(Br)c(C2(O)CC(C)N(C)CC2C)c1 (stereo unspecified)	0.2
O=C(COC(=O)C(O)(c1ccccc1)c1ccccc1)c1ccc([N+](=O)[O-])cc1	-0.9
CCOC(=O)c1c(C)n(C2CCCCC2)c2ccc(OC(C)=O)cc12	1.4
O=C(CCCOc1ccc(Cl)cc1Cl)N1CCC2(CC1)OCCO2	-11.3
CSc1nnc([C@@H](N)Cc2ccccc2)o1	-5.0
CCCCC(=O)C1C(=O)NC(=O)NC1=O	-8.4
O=C(O)c1[nH]c2ccccc2c1CC(=O)N1CCN(Cc2ccccc2)CC1	5.8
C(#CCN1CCCCC1)COCC=Cc1ccccc1	2.1
CN1CCC2=NN(c3ccccc3)C(=O)C2C1 (stereo unspecified)	-6.1
Cc1ccc(-c2nc3ccccc3c(=O)n2-c2cc(C)ccn2)cc1	-7.4
Cc1ccc(-n2c(C=Cc3ccc(F)cc3)nc3ccccc3c2=O)cc1Cl	-3.1
CCOc1cc(-c2nc3c(C)cccn3c2NCC2CCCO2)ccc1O (stereo unspecified)	-7.1
O=C(Nc1ccncc1)c1c(O)c2ccccc2n(Cc2ccccc2)c1=O	4.7&-10.7
CCCCOC(=O)c1c(N)n(Cc2ccccc2)c2nc3ccccc3nc12	-3.0
C[C@]12Cc3cn4c(nc3C=C1CCC1C2CC[C@@]2(C)[C@H]1CC[C@@]2(O)C#N)nc1ccccc14 (stereo partly specified)	-10.8
CC(=O)c1cccc(NC2=NCC(C)S2)c1 (stereo unspecified)	-0.1
CCOC(=O)c1cn2nc(OP(=S)(OCC)OCC)cc2nc1C	-15.3
Cc1ccc(NC(=O)CN2C(=O)C(C)N=C(c3ccccc3)c3cc(Cl)ccc32)cc1C (stereo unspecified)	-3.7
Fc1ccc2c(c1)nnn2C1CCN(Cc2nnnn2C2CCCCC2)CC1	-0.7
Cc1ccc(Cn2nnnc2CN2CCC(n3nnc4cc(C(F)(F)F)ccc43)CC2)cc1	-6.7
CCc1ccccc1NC(=O)CN1C(=O)C(CC(C)C)N=C(c2ccccc2)c2ccccc21 (stereo unspecified)	-27.7
O=S(=O)(c1ccccc1)N1CN2CCN(C2)C1	-0.5&2.8

Further entries.
SMILES	14-3-3g Raf
O=C(C1CCCN(c2nnc(-n3cccc3)s2)C1)N1CCC2(CC1)OCCO2 (stereo unspecified)	0.0
O=C1CN=C(c2ccccc2)c2cc(Cl)ccc2N1Cc1ccccc1F	-1.4
CCC(=NCC1CCCO1)c1c(O)n(-c2ccc(Cl)cc2)c(=O)[nH]c1=O (stereo unspecified)	-8.9
Cc1ccc2c(c1)CC1(CN2C)C(=O)NC(=O)N(CCC2=CCCCC2)C1=O (stereo unspecified)	-6.2
CCOc1ccccc1-n1c(O)c(C=NCCCN(CC)CC)c(=O)[nH]c1=O	-8.6
CNc1ccc(Br)cc1C(=O)c1ccc(Cl)cc1	2.3
CCCC12CNCC(C)(CNC1)C2=O	3.0
CCNC(=O)C1OC(n2cnc3c(N)ncnc32)C(O)C1O (stereo unspecified)	-1.7
COCc1cc(C2SCC(=O)Nc3c2c(C)nn3-c2ccccc2)ccc1OC (stereo unspecified)	12.9
Cc1ccc(O)c(CC2C(=O)C3CCN2CC3)c1 (stereo unspecified)	-5.0
N=C(N)c1c(O)n(C2CCCCC2)c(=O)n(C2CCCCC2)c1=O	2.3
COc1ccc2c(c1OC)C(=O)O[C@H]2[C@@H]1c2cc3c(cc2CCN1C)OCO3	-7.5
O=C1OCCN1P(=O)(c1ccccc1)c1ccccc1	-0.6
C=CCN1CC[C@]23CCCCC2[C@H]1Cc1ccc(O)cc13 (stereo partly specified)	-4.5
O=P(O)(O)/C=C(\Cl)c1ccccc1	-4.9
CCN(CC)P(=O)(Oc1cccc(C)c1)N(CC)CC	-1.4
OC12CCCCC1C(c1cccc(Cl)c1)NCC2 (stereo unspecified)	-14.3
COC(=O)C1=C(N)Oc2c(c(=O)oc3ccccc23)C12C(=O)N(C)c1ccccc12 (stereo unspecified)	-10.7
Cc1[nH]c2ccc(Cl)cc2c1CCN	-50.8
CN(C)c1ccc(C=Cc2nc3ccccc3c(=O)n2-c2ccc(Br)cc2)cc1	-0.7
O=c1[nH]c2ccccc2n1C1CCN(CCCC(c2ccc(F)cc2)c2ccc(F)cc2)CC1	-3.5&-3.4
COC(=O)CN1C(=O)C2(C(C(=O)OC(C)C)=C(C)OC(N)=C2C(=O)OC)c2ccccc21 (stereo unspecified)	0.5
CCCN(CCC)CCc1ccc(O)c(O)c1	-2.2
COc1cc2c(cc1OC)C13CCN4C(=O)C(=O)C(CC41)C1C(OCC(=O)O)CC(=O)N2C13 (stereo unspecified)	5.7
O=[N+]([O-])c1ccc(NC23CC4CC(CC(C4)C2)C3)c2ncccc12	-5.3
O=C(Nc1ccccc1)c1c(O)c2c(n(Cc3ccco3)c1=O)CCCC2	-4.7
O=C(Oc1cccc2cccnc12)c1cccc(S(=O)(=O)N2CCOCC2)c1	1.0
O=c1cc(O)c2ccccc2o1	-8.5
Cc1nn(-c2ccccc2)c2c1C(c1ccc(OCc3ccccc3)cc1)SCC(=O)N2 (stereo unspecified)	0.2
Cc1cccc(N2C(=O)CC(=O)NC2=O)c1	-2.5&-2.9
CSc1ccc(CNC2CN3CCC2CC3)cc1 (stereo unspecified)	5.9
Cc1c(Cl)cccc1-n1c(C=Cc2ccc([N+](=O)[O-])cc2)nc2ccccc2c1=O	-8.2
CC(C)Oc1ccc(C2SCC(=O)Nc3c2c(-c2ccccc2)nn3-c2ccccc2)cc1 (stereo unspecified)	3.8
O=C(Nc1ccccc1)NC1CC2CCC(C1)N2 (stereo unspecified)	-1.3
O=c1c2ccccc2nc(C=Cc2ccccc2)n1-c1cccc([N+](=O)[O-])c1	2.0
Cc1cc(O)c2c3c(c(=O)oc2c1)CCCC3	-5.7
COc1ccc(OC)c(N2C(=O)NC(=O)C3(Cc4cc(C)ccc4N(C)C3)C2=O)c1 (stereo unspecified)	-6.6
C=CCOC(=O)C1=C(C)OC(N)=C(C(=O)OC)C12C(=O)Nc1ccc(Br)cc12 (stereo unspecified)	3.4
COC(=O)C1=C(N)OC(C)=C(C(=O)OC(C)(C)C)C12C(=O)N(C)c1ccccc12 (stereo unspecified)	-5.0
O=c1c2ccccc2nc(-c2ccccc2F)n1-c1ccccc1Cl	-14.0
Cc1nc2ccc(Cl)cc2c(=O)n1-c1ccc(Br)cc1	-4.6
CCN(CC)CCCN=C(C)c1c(O)n(-c2ccc(C)cc2)c(=O)[nH]c1=O	-8.1
Cc1ccc2c(c1)C1CN(C)CCC1N2C(=O)COc1ccc(S(=O)(=O)N2CCOCC2)cc1 (stereo unspecified)	3.6
CNCCn1ccc2ccccc21	-1.8
COc1cc(-n2c(=O)[nH]c3ccccc3c2=O)cc(OC)c1OC	-4.1
CC12CN3CC(C)(CN(C1)C3c1ccco1)C2=O (stereo unspecified)	-5.8
CC(N)Cc1c[nH]c2ccc(O)cc12 (stereo unspecified)	0.7
COc1cccc(-n2c(=S)[nH]c3ccccc3c2=O)c1	-3.2
CCC(C)NC(=O)CN1C(=O)CN=C(c2ccccc2)c2ccccc21 (stereo unspecified)	-1.8
C[C@]12CC[C@H](O)CC1=CC[C@@H]1[C@@H]2CC[C@]2(C)C(=O)CC[C@@H]12	-0.2
O=C(Cn1c2ccccc2c(=O)c2ccccc21)Nc1ccc([N+](=O)[O-])c(Br)c1	-20.0
Cc1oc(-c2ccc(Cl)cc2)nc1CS(=O)CC(=O)N1CCC2(CC1)OCCO2 (stereo unspecified)	-4.0
CCOC(=O)C1(O)c2ccccc2-c2ccccc21	4.3
c1ccc2c(N3CCNCC3)cccc2c1	-0.3
CC12CCC3C(CCC4=C(O)C(=O)CCC43C)C1CCC2=O (stereo unspecified)	-2.5
CCCCCCn1c(O)c(C=NCCCn2ccnc2)c(=O)[nH]c1=O	-9.6
O=c1c2ccccc2nc(-c2ccco2)n1-c1cccnc1	-8.2
Cc1ccc2nc3c(cc2c1)CC1(C(=O)N(C)C(=O)N(C)C1=O)C1COCCN31 (stereo unspecified)	-0.2
CCCC(C)C1(CC)C(=O)NC(=Nc2ccc(F)cc2)NC1=O (stereo unspecified)	-4.2
CCOc1ccccc1C1NC(=S)NC(c2ccccc2OCC)C12C(=O)NC(=O)NC2=O (stereo unspecified)	1.2

More results:
SMILES	14-3-3g Raf
COc1ccc(CN2CCN(C(=O)Cc3ccccc3)CC2)c(OC)c1	2.0
Cn1cnc(C(O)c2ccccc2)c1 (stereo unspecified)	6.9
CC1CCC(C(C)C)C(OP(N)(=O)c2ccccc2)C1 (stereo unspecified)	5.4&0.9
COc1ccc(C2NCc3ccc4c(c3-n3cccc32)OCO4)cc1OC (stereo unspecified)	0.8
CCC(=NC1CC1)c1c(O)n(-c2ccc(OC)cc2)c(=O)[nH]c1=O	-0.1
Cn1ccnc1P(=S)(c1nccn1C)N1CCOCC1	4.8
O=S1(=O)N(CCN2CC=C(c3c[nH]c4cc(F)ccc34)CC2)c2cccc3c2N1CCC3	-7.6
CN1CCN(c2nc3ccc([N+](=O)[O-])cc3s2)CC1	-1.0
CCOC(=O)C1=C(N)Oc2c(c(=O)oc3ccccc23)C12C(=O)N(C)c1ccccc12 (stereo unspecified)	9.6

Structural class: the compounds so far with a Cl atom.
SMILES	14-3-3g Raf
N[C@@H](CCl)C(=O)O	1.8
COc1ccc(OC)c(NC(=O)CN2C(=O)CN=C(c3ccccc3)c3cc(Cl)ccc32)c1	-2.0
O=c1[nH]c(=O)n(-c2cccc(Cl)c2)c(O)c1C=NCCN1CCCCC1	7.1
O=C(CN1CCN(c2ccccc2F)CC1)Nc1ccc(Br)cc1C(=O)c1ccccc1Cl	7.5
O=C(CCCOc1ccc(Cl)cc1Cl)N1CCC2(CC1)OCCO2	-11.3
Cc1ccc(-n2c(C=Cc3ccc(F)cc3)nc3ccccc3c2=O)cc1Cl	-3.1
Cc1ccc(NC(=O)CN2C(=O)C(C)N=C(c3ccccc3)c3cc(Cl)ccc32)cc1C (stereo unspecified)	-3.7
O=C1CN=C(c2ccccc2)c2cc(Cl)ccc2N1Cc1ccccc1F	-1.4
CCC(=NCC1CCCO1)c1c(O)n(-c2ccc(Cl)cc2)c(=O)[nH]c1=O (stereo unspecified)	-8.9
CNc1ccc(Br)cc1C(=O)c1ccc(Cl)cc1	2.3
O=P(O)(O)/C=C(\Cl)c1ccccc1	-4.9
OC12CCCCC1C(c1cccc(Cl)c1)NCC2 (stereo unspecified)	-14.3
Cc1[nH]c2ccc(Cl)cc2c1CCN	-50.8
Cc1c(Cl)cccc1-n1c(C=Cc2ccc([N+](=O)[O-])cc2)nc2ccccc2c1=O	-8.2
O=c1c2ccccc2nc(-c2ccccc2F)n1-c1ccccc1Cl	-14.0
Cc1nc2ccc(Cl)cc2c(=O)n1-c1ccc(Br)cc1	-4.6
Cc1oc(-c2ccc(Cl)cc2)nc1CS(=O)CC(=O)N1CCC2(CC1)OCCO2 (stereo unspecified)	-4.0
